Assay outcomes from PubChem BioAssay.
Diaph inh CS – diaphorase inhibition or chemical oxidation counter-screen; inhibition, % at 20 µM; AID 1217; diaphorase resazurin-to-resorufin fluorescence, NADH, 16 min; bacterial (C. kluyveri) enzyme, not human; 190,000 tested, 0.69% active;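 active means primary screen inhibition at 20 µM above a set limit, cut at about 50% in these data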;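 further: plate controls were DMSO with full reaction for no effect and wells lacking NADH for full effect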
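Assay system – diaphorase enzyme from Clostridium kluyveri · Amount – diaphorase 0.14 U/mL (working solution) · Times – reaction incubation of 16 min at room temperature · Controls – No-NADH positive control and DMSO neutral control · Signal – resorufin fluorescence 544/590 nm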
PMI act satM6P – increases human PMI activity with near-saturating mannose 6-phosphate; P34949; coupled PMI enzyme assay, resazurin fluorescence, 20 min; hits give high values; 1 = untreated enzyme, 0 = substrate-free blank; activation factor at 20 µM; 190,000 tested, 0.34% active;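 active means activation factor of 2 or more at 20 µM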
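Test system: human phosphomannose isomerase with PGI, G6PDH, diaphorase coupling enzymes; amount: 15 ng/mL PMI; incubation: enzyme reaction with compound 20 min at room temperature; technique: resorufin fluorescence (Ex 544/Em 590 nm) from resazurin via diaphorase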
Diaph act CS – activates diaphorase or chemically reduces, flagging diaphorase assay artifacts; activation factor at 20 µM; Diaphorase/resazurin coupled assay, resorufin fluorescence, 16 min; hits give high values; 1 = vehicle wells, 0 = NADH-free wells; 190,000 tested, 0.005% active; AID 1229;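 active means diaphorase activity raised at least twofold by the compound at 20 µM; inactive means activation factor below 2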
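Assay system: Purified diaphorase enzyme from Clostridium kluyveri | Amount: Enzyme 0.07 U/mL final | Dosing: Compound 20 µM once, DMSO 1% | Timing: 16 min reaction at room temperature | Detection: Fluorescence, excitation 544 nm and emission 590 nm | Evaluation: Higher resorufin formation from activation or reduction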
G6PDH counter – L. mesenteroides G6PDH inhibition counter-screen; 200,000 tested, 0.12% active; Purified L. mesenteroides G6PDH, diaphorase/resazurin coupled fluorescence, 45 min; inhibition, % at 5 µM; AID 1020; in the data active means inhibition above about 50%
S1P3 antagonist – antagonists of human S1P3 receptor. Q99500. CHO S1P3 NFAT-BLA reporter, FRET fluorescence, antagonist mode. inhibition, % at 4.98 µM. 170,000 tested, 0.27% active. AID 485;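 active means inhibition above the plate cutoff, the mean inhibition of test wells on that plate plus 3 SD, cut at about 28% in these data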;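 further: cells challenged with S1P at its EC80 of 0.8 µM; blue over green emission ratio from cleaved BLA substrate after 4 h stimulation; 0% = S1P-stimulated wells and 100% = unstimulated DMSO-only wells; some compounds past the cut are filed as inactive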
Target sequence (Q99500 whole entry, looked up): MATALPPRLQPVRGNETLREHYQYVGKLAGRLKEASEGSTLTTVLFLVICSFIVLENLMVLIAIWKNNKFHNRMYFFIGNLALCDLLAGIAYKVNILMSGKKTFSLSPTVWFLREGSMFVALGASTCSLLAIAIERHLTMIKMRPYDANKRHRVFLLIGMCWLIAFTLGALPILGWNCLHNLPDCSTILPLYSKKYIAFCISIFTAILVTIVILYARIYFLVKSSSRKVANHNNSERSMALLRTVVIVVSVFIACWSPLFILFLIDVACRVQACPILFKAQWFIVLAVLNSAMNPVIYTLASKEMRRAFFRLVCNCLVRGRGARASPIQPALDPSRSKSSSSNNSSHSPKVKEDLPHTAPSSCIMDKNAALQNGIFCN
PMI act – phosphomannose isomerase (human) activation. purified human PMI, coupled resazurin fluorescence, 20 min; hits give high values; 1 = vehicle control, 0 substrate-free wells. 190,000 tested, 0.005% active. P34949. activation factor at 20 µM;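 active means activation factor of 2 or more at 20 µM, relative to plate controls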
ROMK primary – modulators of human ROMK potassium channel; Tet-inducible ROMK, thallium flux fluorescence; actives lie on both sides; B-score at 10 µM; 130,000 tested, 2% active;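 active means signal ratio slope over the read window, or its plate-corrected B-score, at least 3 SD from the plate mean, either direction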;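 further: B-score of the F/F0 ratio slope over 7 to 12 s after thallium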
Target sequence (P48048 whole entry, looked up): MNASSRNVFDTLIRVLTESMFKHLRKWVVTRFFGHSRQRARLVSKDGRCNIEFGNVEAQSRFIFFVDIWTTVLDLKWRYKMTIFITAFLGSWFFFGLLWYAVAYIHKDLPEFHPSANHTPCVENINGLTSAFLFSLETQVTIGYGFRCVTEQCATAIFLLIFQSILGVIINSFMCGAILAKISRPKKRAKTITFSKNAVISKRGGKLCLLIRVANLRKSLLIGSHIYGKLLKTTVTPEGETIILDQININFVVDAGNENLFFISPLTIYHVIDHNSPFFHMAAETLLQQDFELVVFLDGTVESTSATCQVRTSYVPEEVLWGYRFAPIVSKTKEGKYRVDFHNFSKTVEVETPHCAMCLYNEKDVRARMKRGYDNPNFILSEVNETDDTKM
PPARg SRC-1 ag – PPARgamma-driven SRC-1 recruitment agonism; 200,000 tested, 0.41% active; PPARgamma-SRC-1 coactivator recruitment biochemical assay; P37231; activation, % at 8 µM; in the data active means activation above about 19%;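 further: 0% = DMSO and 100% = reference agonist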
PPARg SRC-2 ag – PPARgamma-driven SRC-2 recruitment agonism. 200,000 tested, 0.34% active. P37231. activation, % at 8 µM. PPARgamma LBD-SRC-2 recruitment, biochemical. AID 1032; in the data active means activation above about 22%;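 further: 0% = vehicle and 100% = reference agonist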
PPARg SRC-3 ag – PPARgamma-driven SRC-3 recruitment agonism | P37231 | biochemical PPARgamma/SRC-3 coactivator recruitment assay | activation, % at 8 µM | 200,000 tested, 0.26% active | AID 731; in the data active means activation above about 23%;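 further: 0% = DMSO and 100% = reference agonist; some compounds past the cut are filed as inactive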
TR-FRET SRC-2 ct – flags TR-FRET format artefacts in PPARgamma SRC-2 recruitment agonist screen; TR-FRET artefact counter-screen; hits give high values; TR-FRET ratio at 8 µM; 200,000 tested, 0.4% active; in the data active means TR-FRET ratio above about 2000; further: inactives centre near 1500
The depositor's hits bear a star; / = not tested or not shown.

SMILES	Diaph inh CS	PMI act satM6P	Diaph act CS	G6PDH counter	S1P3 antagonist	PMI act	ROMK primary	PPARg SRC-1 ag	PPARg SRC-2 ag	PPARg SRC-3 ag	TR-FRET SRC-2 ct
C=CCN1C(=O)C(O)(CC(=O)c2ccc(N)cc2)c2ccccc21 (stereo not given)	14	1	0.9	-6	/	1.1	/	0	4	1	1663
O=C(O)c1ccc(C2NCC(c3ccccc3Cl)c3c2[nH]c2ccccc32)cc1 (stereo not given)	4	1.1	1	6	-5	1.2	0.3	-7	-4	0	1456
CC(=O)N1CCC(N(CCN2CCOCC2)C(=O)Nc2ccc(Cl)c(Cl)c2)CC1	/	/	/	/	-16	/	/	-2	-2	2	1550
COc1ccc(C(=O)/C=C/c2ccc(OC)cc2OC)c(O)c1	18	0.9	0.8	4	-5	0.9	/	10	-5	-2	1646
Cc1cc(NC(=O)CCN2C(=O)/C(=C/c3ccccc3Cl)SC2=S)no1	-10	1	1.1	-22	-4	0.9	/	-7	-5	-3	1383
O=C(Nc1nc2ccccc2s1)c1ccccc1	2	0.9	1	8	-4	1.1	1.5	2	1	4	1599
CCOc1ccccc1NC(=O)N1CCN(S(C)(=O)=O)CC1	9	1	0.9	7	-15	1	-0.21	-14	-6	1	1528
O=[N+]([O-])/C=C1/CCCCCN1	6	1	0.9	4	-15	1	-0.29	-7	-3	1	1410
O=C(Cc1cccc2ccccc12)NNC(=O)c1cccs1	18	1	0.8	-4	/	0.9	0.17	2	0	-2	1426
COC(=O)c1ccc(NC(=O)c2ccc(N(C)S(C)(=O)=O)cc2)cc1	4	0.9	1	4	0	0.9	/	1	0	-4	1382
CCN(CC(=O)Nc1sc2c(c1C#N)CCCC2)CC(=O)NC1CCS(=O)(=O)C1 (stereo not given)	8	1	0.9	-3	-24	1	0.49	0	-11	1	1601
CC(C)CC1C(C#N)=C(N)OC2=C1C(=O)CC(c1ccccc1)C2 (stereo not given)	46	0.4	0.5	8	-13	0.7	/	7	4	-1	1407
O=C1c2cccc3c(Nc4ccccc4Cl)c([N+](=O)[O-])cc(c23)C(=O)N1CCO	56*	0.9	0.4	16	/	0.8	-0.21	-2	-1	3	1602
O=C(/C=C\c1ccco1)Nc1nc(-c2ccccc2)cs1	0	1	1	1	-21	0.9	-0.14	-10	-7	4	1453
Cc1cc(C)c(NS(=O)(=O)c2ccc3c(c2)NC(=O)CC(=O)N3)c(C)c1	11	0.9	0.9	9	0	0.9	0.83	-1	-3	3	1573
c1ccc2cc(CSCc3nc4ccccc4[nH]3)ccc2c1	19	0.9	0.8	2	6	0.9	-0.69	1	-6	2	1710
CC(C)c1nc(NCc2ccccc2)c(C#N)c2c1CCCC2	13	1	0.9	7	/	0.9	0.19	3	3	1	1643
COc1cc(/C(C#N)=C/c2ccccc2)c([N+](=O)[O-])cc1OC	20	0.7	0.8	-8	/	0.8	/	-2	-5	0	1548
CCOc1ccc2nc(SC3CC(=O)N(c4cccc(OC)c4)C3=O)sc2c1 (stereo not given)	14	1	0.9	-13	-5	0.9	1.1	1	1	4	1667
Cc1cc(OCC(=O)N2CCCC2)cc(C)c1Cl	8	1	0.9	14	-1	0.9	/	2	12	8	1624
Cc1ccc(/C=N/c2sc3c(c2C#N)CCCCC3)o1	16	0.8	0.8	-3	22	0.6	-0.7	-6	-8	-17	1520
Cc1ccc(OCc2nnc(SCC(=O)NCc3ccco3)n2C)cc1	0	1	1	7	/	0.9	/	-6	-1	11	1458
CCN(CC)CCN1C(=O)C2C3c4ccccc4C(c4ccccc43)C2C1=O (stereo not given)	-1	1	1	3	5	0.9	/	/	/	/	/
CCOc1ccc(-c2nnc(-c3ccco3)o2)cc1	15	0.9	0.8	-15	-14	0.8	-0.4	-1	-7	-9	1517
Cc1ccccc1NC(=S)N1CCC(NC(=O)c2ccco2)CC1	6	1.1	0.9	3	-20	1.1	0.35	0	2	-4	1688
CCc1ccc(OCc2nnc(SCCN3CCOCC3)n2CC)cc1	23	1	0.8	6	14	1	/	-6	10	-3	1560
O=c1cc(/N=C/c2coc3c(ccc4ccccc43)c2=O)[nH]c(=S)[nH]1	18	0.8	0.8	15	0	1	/	11	9	5	1537
CC(C)c1ccccc1NC(=O)C1CN(S(=O)(=O)c2ccccc2)CCN1S(=O)(=O)c1ccccc1 (stereo not given)	22	0.8	0.8	7	1	0.8	-0.84	8	-2	0	1555
COc1ccc(C2CC(=O)N(CCCN(C)CCc3ccc(OC)c(OC)c3)C2)cc1 (stereo not given)	1	1.1	1	17	11	1	/	7	-2	-2	1581
CC(=O)Nc1ccc(SCC(=O)c2cc(C)n(C)c2C)cc1	8	1	0.9	2	/	1	1.1	-4	-2	-5	1501
CC(C)C(NC(=O)c1ccc2c(c1)OCO2)C(=O)N/N=C/c1cccs1 (stereo not given)	-2	1	1	3	-1	1.1	-0.73	-4	7	-1	1574
C/C(=N\NC(=O)Cc1csc(N2CCOCC2)n1)c1ccccc1	0	1.1	1	1	/	1.1	/	0	10	16	1556
CC(NC(=O)CCNS(=O)(=O)c1ccc2c(c1)c(=O)n(C)c(=O)n2C)c1ccccc1 (stereo not given)	8	1	0.9	3	-14	1.1	/	9	1	7	1781
COc1ccc(OC)c(-n2nnnc2SCC(=O)Nc2cc(C)ccc2OC)c1	21	1	0.8	3	/	0.9	0.61	2	10	-4	1574
Cc1ccc(N(C(=O)CS(=O)CC(=O)Nc2ccc(F)cc2)C(C(=O)NC2CCCCC2)c2ccco2)cc1 (stereo not given)	1	1	1	3	6	1	/	10	-4	2	1539
O=C1Nc2ccccc2C(O)(C(=O)NCc2ccco2)N1c1ccc(Cl)c(Cl)c1 (stereo not given)	10	0.9	0.9	17	22	0.9	-0.083	7	7	6	1525
C/C(=N/O)c1ccccn1	-10	1	1.1	3	8	1.1	0.65	3	-3	-1	1546
CCOc1ccc(CN2C(=O)c3ccccc3C2C(=O)NCc2cccnc2)cc1 (stereo not given)	8	0.9	0.9	1	-22	0.9	/	-8	6	-3	1313
COc1ccc(-n2cc(C(=O)O)c(=O)cc2C)cc1	8	1	0.9	10	3	0.9	/	10	5	1	1456
CCCc1c(C)c2ccccc2[nH]c1=O	17	1	0.8	10	-48	0.9	/	-5	-4	-1	1436
COc1ccc2c(c1)CCCC21NC(=O)NC1=O (stereo not given)	6	1.1	0.9	9	-22	1	/	-2	-3	-8	1305
CC(C)NC(=O)c1sc2nc(-c3cccs3)cc(-c3cccs3)c2c1N	18	1.1	0.8	-4	/	1	/	8	11	10	1574
COc1ccc(C(=O)Nn2c(C)ccc2C)cc1OC	5	1	0.9	-5	-13	0.9	/	5	12	2	1548
Cc1ccc(C(C)NC(=O)c2c(C)noc2C)cc1C (stereo not given)	3	1	1	-1	-65	1	/	-2	-2	-5	1293
O=C(Cc1cccs1)Nc1cccc(-c2nnc(-c3ccco3)o2)c1	10	1.1	0.9	6	3	1.1	-0.03	0	-3	-3	1505
COc1ccc(-c2noc(CCC(=O)Nc3cccnc3)n2)cc1OC	15	0.9	0.8	18	-49	0.9	-0.58	4	5	2	1529
CCOc1ccc(N(CC(=O)NCc2ccccc2)S(=O)(=O)c2c(C)noc2C)cc1	15	1	0.8	3	16	1.1	/	-7	6	8	1597
Cc1c(Cl)c([N+](=O)[O-])nn1CCCC(=O)Nc1sc2c(c1C(N)=O)CCC(C)C2 (stereo not given)	4	1	1	-20	-1	1	0.087	5	15	0	1586

Five structures already listed, sorted by formula weight, low to high:
SMILES	Diaph inh CS	PMI act satM6P	Diaph act CS	G6PDH counter	S1P3 antagonist	PMI act	ROMK primary	PPARg SRC-1 ag	PPARg SRC-2 ag	PPARg SRC-3 ag	TR-FRET SRC-2 ct
CCCc1c(C)c2ccccc2[nH]c1=O	17	1	0.8	10	-48	0.9	/	-5	-4	-1	1436
COc1ccc(-n2cc(C(=O)O)c(=O)cc2C)cc1	8	1	0.9	10	3	0.9	/	10	5	1	1456
O=C(Cc1cccs1)Nc1cccc(-c2nnc(-c3ccco3)o2)c1	10	1.1	0.9	6	3	1.1	-0.03	0	-3	-3	1505
COc1ccc(-c2noc(CCC(=O)Nc3cccnc3)n2)cc1OC	15	0.9	0.8	18	-49	0.9	-0.58	4	5	2	1529
CC(C)NC(=O)c1sc2nc(-c3cccs3)cc(-c3cccs3)c2c1N	18	1.1	0.8	-4	/	1	/	8	11	10	1574

New compounds follow
SMILES	Diaph inh CS	PMI act satM6P	Diaph act CS	G6PDH counter	S1P3 antagonist	PMI act	ROMK primary	PPARg SRC-1 ag	PPARg SRC-2 ag	PPARg SRC-3 ag	TR-FRET SRC-2 ct
COC(=O)C(C)(C(=O)OC)c1ccccc1[N+](=O)[O-]	-2	1	1	8	/	1	/	-6	-6	8	1531
Cc1nn(Cc2ccc(Cl)cc2Cl)c(C)c1NC(=O)NC12CC3CC(CC(C3)C1)C2	16	0.9	0.8	4	/	0.9	-1.3	2	10	1	1548
O=C(c1cc2cc(Cl)ccc2oc1=O)N1CCCC1	2	1.1	1	4	-11	1	1.1	-2	8	-5	1534
Cc1cc(C(=O)COC(=O)C2=NNC(=O)CC2)c(C)n1-c1ccc(OC(F)F)cc1	-9	1.1	1.1	1	/	1.1	-0.64	-2	1	7	1523
COC(=O)/C(=C\c1c[nH]c2ccccc12)NC(C)=O	-6	1	1.1	2	/	1.1	/	-5	-1	-1	1445
CC(=O)NC(CCS(C)(=O)=O)C(=O)Nc1c(F)cccc1F (stereo not given)	7	1.1	0.9	0	4	1	/	0	0	5	1682
NC(=O)c1c(NC(=O)CSc2nnc(Cc3ccccc3)n2Cc2ccco2)sc2c1CCC2	34	0.9	0.7	0	41	0.9	-3.7*	13	-4	-4	1531
COc1cc2[nH]c(=O)n(CCCC(=O)N3CC=C(c4ccccc4)CC3)c(=O)c2cc1OC	58*	1.1	0.4	5	/	1	/	-1	-4	-9	1483
CCOc1cccc2cc(-c3csc(NC(=O)CCC(=O)NCCCN4CCC(C)CC4)n3)c(=O)oc12	-2	1	1	-6	-15	1	-2.8	0	-1	0	1525
COC(=O)CNc1nc(Cl)nc(Nc2ccc(C)cc2)n1	3	0.9	1	-8	-14	1.1	0.0037	-7	2	1	1623
Cc1c(-c2ccccc2)nc(-c2ccccc2)[nH]c1=O	2	1	1	-4	5	1.1	0.38	-6	0	-1	1353
Cc1cc(C(=O)OCC(=O)N2c3ccccc3CC2C)c(C)o1 (stereo not given)	16	0.9	0.8	-9	-11	0.9	-1.4	-1	1	4	1438
COCN(C#N)c1nc(N(C)C)nc(N(C)C)n1	8	1	0.9	5	0	1	0.41	2	1	2	1626
COc1ccc(-n2cc(CN(C)C3CCOCC3)c(-c3cccc(F)c3)n2)cc1	13	0.8	0.9	14	-1	0.8	-0.018	1	8	4	1649
